Assay outcomes from PubChem.
CAL PDZ FP-1 = blocks peptide binding to the human CAL PDZ domain; actives 0.92% (n = 300,000); AID 602252; purified CAL PDZ, TMR-peptide fluorescence polarization, 1 h; inhibition, % at 24.9 µM; Q9HD26;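 active means mean inhibition of at least 30% with at least half of replicates also reaching 30%; inconclusive means no clear call, values can overlap the other calls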;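 further: 0% = DMSO neutral control and 100% = excess unlabeled competitor peptide PRC23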
Ecoli viability = reduces bacterial viability in AddAB counter-screen; E. coli V3065 growth, OD600 absorbance, 18 h; inhibition, % at 11.9 µM; actives 0.27% (n = 330,000); AID 449728;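 active means inhibition above the campaign's mean inhibition across all tested compounds plus 3 SD, cut at about 9.9% in these data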;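 further: uninfected addAB+ strain grown without phage in ampicillin broth; 0% = DMSO wells and 100% = ciprofloxacin 0.95 µg/ml wells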
phage Ecoli inh = E. coli growth loss with phage present; growth absorbance; inhibition, % at 11.9 µM; actives 0.26% (n = 360,000); in the data active means inhibition above about 11%
SR-BI DiI-HDL act = activators of SR-BI mediated HDL lipid uptake; activation, % at 12.5 µM; CHO ldlA[mSR-BI] cells, DiI-HDL uptake fluorescence, 3 h; 100 = double the neutral-control signal; actives 0.096% (n = 320,000);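 active means mean replicate activation of at least 60% and every replicate at or above 60%; inconclusive means mean or all-replicate condition met, but not both; inactive means mean below 60% and not all replicates reaching 60%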;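 further: 0% = median plate neutral-control signal and 100% = twice that signal; values of inactives mirror those of a sister screen read the other way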
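Test system: SR-BI-overexpressing, LDLR-lacking CHO cells; Also added: labelled HDL, 10 µg/mL; Measured by: bottom-read cell fluorescence after medium removal, ex 550/em 595 nm; Timing: 3 h uptake period with compound, 37 °C; Buffer or medium: F12, 0.5% BSA, 25 mM HEPES; Doses: single compound concentration, delivered by pin transfer.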
CAL PDZ FP-2 = blocks peptide binding to human CAL PDZ domain. Q9HD26. purified CAL PDZ, TMR-peptide fluorescence polarization, 1 h. inhibition, % at 20 µM. actives 0.02% (n = 330,000). AID 504414;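 active means highest replicate inhibition of at least 40%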;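 further: plate controls were DMSO neutral control wells for no effect and unlabeled competitor peptide control wells for full effect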
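Material: tagged CAL PDZ domain; buffer or medium: 25 mM sodium phosphate pH 7.4, 150 mM NaCl, TCEP, IgG, Thesit; compound dosing: single point, 20 µM; schedule: 1 h incubation at room temperature before polarization reading; measured by: FP readout, S and P plane fluorescence; read-out basis: percent inhibition from loss of millipolarization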
MITF TRPM1 HTS = activators of MITF-driven TRPM1 promoter activity in SK-MEL-5 cells; actives 0.75% (n = 300,000); SK-MEL-5 TRPM1-promoter luciferase, 24 h; % of positive control, neutral wells = 0; activation, % at 12.5 µM;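 active means mean activation of at least 80% with every replicate also reaching 80%; inconclusive means mean reaches 80% but some replicate falls short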;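 further: 0% = neutral control wells and 100% = parthenolide positive control wells; values of inactives mirror those of a sister screen read the other way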
SR-BI HDL uptake = inhibitors of mouse SR-BI mediated HDL lipid uptake; Q61009; ldlA[mSR-BI] CHO cells, DiI-HDL uptake fluorescence, 3 h; inhibition, % at 12.5 µM; actives 0.96% (n = 320,000);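 active means mean replicate inhibition of at least 70% and a set share of replicates each scoring 70 or more; inconclusive means meets just one of the two criteria; inactive means fails both criteria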;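 further: 0% = median of neutral control wells and 100% = median of positive control wells; values of inactives mirror those of a sister screen read the other way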
Target sequence (Q61009 whole entry, looked up): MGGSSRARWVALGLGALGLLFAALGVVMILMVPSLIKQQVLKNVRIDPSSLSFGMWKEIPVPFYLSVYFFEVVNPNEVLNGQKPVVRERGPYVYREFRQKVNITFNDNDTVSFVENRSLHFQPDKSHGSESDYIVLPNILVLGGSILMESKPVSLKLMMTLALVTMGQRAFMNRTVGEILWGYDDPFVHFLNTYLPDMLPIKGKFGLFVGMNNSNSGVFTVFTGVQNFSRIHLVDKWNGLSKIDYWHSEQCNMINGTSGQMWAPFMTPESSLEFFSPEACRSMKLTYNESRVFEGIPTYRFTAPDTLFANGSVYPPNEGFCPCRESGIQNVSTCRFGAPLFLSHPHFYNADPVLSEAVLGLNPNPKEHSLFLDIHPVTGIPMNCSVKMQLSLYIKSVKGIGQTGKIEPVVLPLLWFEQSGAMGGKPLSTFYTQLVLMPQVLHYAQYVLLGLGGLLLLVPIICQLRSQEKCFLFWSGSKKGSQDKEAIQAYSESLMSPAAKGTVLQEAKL
Tat export inh = E. coli Tat transport inhibition; E. coli MC4100 TorA-mCherry Tat export, fluorescence; inhibition, % at 10 µM; actives 0.036% (n = 340,000);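 active means mean replicate inhibition at least 50% and at least half of replicates individually reaching 50%; inconclusive means only one of the two criteria met; inactive means neither criterion met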;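 further: exported cargo escapes ClpAP degradation while cytoplasmic cargo is degraded and loses fluorescence; 0% = median of neutral control wells and 100% = median of NaSCN control wells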
Wnt bcat act = activators of Wnt/beta-catenin signaling; Wnt/beta-catenin reporter cell assay, activator, plate reader; activation, % at 9.35 µM; actives 1.2% (n = 300,000); AID 743398; in the data active means activation above about 30%, passing the limit was not always enough; inconclusive means no clear call, values can overlap the other calls;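 further: 0% = neutral control wells and 100% = positive control wells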
AddAB inh = less growth of phage-infected E. coli with AddAB. E. coli expressing H. pylori AddAB, absorbance growth. inhibition, % at 11.9 µM. actives 0.29% (n = 330,000). AID 435030; in the data active means inhibition above about 12%;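 further: 0% = vehicle wells of infected cells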
Numbers without * were called inactive; u = inconclusive; x = not tested or not shown.

Start of the listing, in advance:
Value order: CAL PDZ FP-1, Ecoli viability, phage Ecoli inh, SR-BI DiI-HDL act, CAL PDZ FP-2, MITF TRPM1 HTS, SR-BI HDL uptake, Tat export inh, Wnt bcat act, AddAB inh
COC(=O)c1ccccc1NC1=C/C(=N\S(=O)(=O)c2ccc(C(=O)O)cc2)c2ccccc2C1=O
  0, -2.0, x, -6, 2.0, -89, 6, -6, x, 3.9
O=C(CN1C(=O)CC(c2ccco2)Sc2ccccc21)NCc1ccc2c(c1)OCO2 (centres undefined)
  2, 0.3, x, 0, -0.1, 5, 0, 1, 1, 1.1

The listing (from the top)
Value order: CAL PDZ FP-1, Ecoli viability, phage Ecoli inh, SR-BI DiI-HDL act, CAL PDZ FP-2, MITF TRPM1 HTS, SR-BI HDL uptake, Tat export inh, Wnt bcat act, AddAB inh
COC(=O)c1ccccc1NC1=C/C(=N\S(=O)(=O)c2ccc(C(=O)O)cc2)c2ccccc2C1=O
  0, -2.0, x, -6, 2.0, -89, 6, -6, x, 3.9
O=C(CN1C(=O)CC(c2ccco2)Sc2ccccc21)NCc1ccc2c(c1)OCO2 (centres undefined)
  2, 0.3, x, 0, -0.1, 5, 0, 1, 1, 1.1
O=C(CCCN1C(=O)/C(=C\c2cccs2)SC1=S)Nc1ccccn1
  2, 1.1, 2.9, 5, -2.4, -4, -4, 1, 1, -0.2
Cn1c(SCC(N)=O)nnc1-c1ccccc1
  -1, 0.6, 2.5, x, -1.3, -8, x, 5, x, 1.6
CC1CCCCN1C(=O)c1cc(Cl)ccc1[N+](=O)[O-] (centres undefined)
  -4, 0.2, 2.0, 19, -0.6, -10, -19, 0, x, 5.3
CC1CN(C)CCC1OC(=O)c1ccccc1 (centres undefined)
  -9, x, 3.0, 9, -10, -6, -9, -4, -1, x
O=C(NC1CCN(C(=O)NCc2ccccc2)CC1)c1cccc(F)c1
  -6, 1.3, 1.2, -2, -1.5, -5, 2, -1, -3, 2.1
Cc1cc(NC(=O)c2ccc(C#N)cc2)on1
  -2, 0.5, 5.5, 7, -2.5, 29, -7, 0, 8, -1.2
CC(CC(=O)NNC(=O)c1ccncc1)c1ccccc1 (centres undefined)
  0, 2.1, 1.8, 32, 0.8, -8, -32, 1, 0, -0.7
CN(C)CCOC1c2ccccc2CSc2ccccc21 (centres undefined)
  x, 0.0, 0.8, -15, -0.8, x, 15, 1, 4, -2.4
Cn1c2c(c(=O)n(C)c1=O)C(c1ccccc1Cl)C(C#N)=C(N)O2 (centres undefined)
  -1, -0.8, 1.1, -12, -0.3, -13, 12, -1, 3, 0.9
COC1(OC)N=C(N)C2(C#N)C(c3ccccc3)NC(C)=CC12C#N (centres undefined)
  10, 0.0, 3.8, 5, x, 5, -5, -1, x, 2.6
O=C(CN(Cc1ccccc1)S(=O)(=O)c1cccc(C(F)(F)F)c1)NC1CCCCC1
  -1, -1.7, 1.0, -10, -2.5, 0, 10, 2, -2, 3.4
Cc1cc(C)c2nc(C(F)(F)F)c(C#N)c(N)c2c1
  -3, 0.9, -0.3, -6, 0.2, 14, 6, -1, x, 4.0
CC(=O)N1CCN(C(=O)CSc2nc3c(cnn3-c3ccccc3)c(=O)[nH]2)CC1
  2, 2.1, 2.9, 4, -0.7, -3, -4, 1, x, 5.0
CCOC(=O)CC(NS(=O)(=O)c1ccc2[nH]c(=O)sc2c1)c1ccc(C)cc1 (centres undefined)
  -3, -2.8, 1.4, 11, 0.0, 3, -11, -9, -2, 0.4
CC(=NO)c1ccc2c(c1)C(=NO)c1ccccc1-2
  -11, x, 0.6, -5, -3.4, 16, 5, -7, -4, x
Cc1ccc(C(=O)Nc2c(C)n(C)n(-c3ccccc3)c2=O)cc1
  -2, -0.1, 0.2, 32, -1.8, -6, -32, -8, u, 5.5
CC(C)Cc1nc2oc3c(Cl)ncnc3c2c2c1CCC2
  -5, 2.2, 2.1, 18, x, -59, -18, -7, -2, 1.0
Cc1nn(C)c(C)c1S(=O)(=O)N1CCCC(C(=O)NC2CCCCCC2)C1 (centres undefined)
  0, -2.3, 3.2, x, -0.4, -6, x, -4, -3, 0.6
Cn1c(=O)c2nc(-c3ccccc3)c(-c3ccccc3)nc2n(C)c1=O
  66*, 0.5, 2.6, -12, -6.1, -9, 12, 4, -1, 4.4
COc1cc(C(=O)N/N=C/c2ccc(OC(=O)c3ccccc3Cl)cc2)ccc1O
  -8, -0.2, 1.2, -60, -2.4, 5, 60, -4, 3, 0.3
O=C(Nc1nnc(-c2cccnc2)s1)c1cccs1
  -3, 0.9, 2.8, x, -0.3, -7, x, 1, 15, 1.2
CC(=O)N1CCN(c2ccc(NC(=O)c3ccc(C)cc3)cc2)CC1
  x, 0.7, 3.4, -14, 0.3, x, 14, 2, x, 0.7
O=[N+]([O-])c1cc(/C=N/N2CCN(C3c4ccccc4-c4ccccc43)CC2)ccc1Cl
  -8, -4.8, 2.9, -14, x, 6, 14, 6, x, 1.6
N#Cc1ccc(S(=O)(=O)N2CCCN(c3nc4ccc(Cl)cc4s3)CC2)cc1
  x, -2.1, 3.6, -17, 0.0, -10, 17, -7, -3, 3.3
CCN1CCN(C(CNS(=O)(=O)c2ccc(F)cc2)c2cccnc2)CC1 (centres undefined)
  -1, 2.3, -0.3, 11, -0.1, 5, -11, 2, -6, 0.1
COc1cc(CC(=O)Nc2ccc3nc(SC)sc3c2)cc(OC)c1OC
  -2, -1.6, 3.4, -29, -3.3, -16, 29, 5, 2, -3.7
COc1cccc(-n2nc(-c3ccnn3-c3ccc(C)cc3)c(=O)n(C)c2=O)c1
  1, 1.6, 1.9, -21, -1.4, 15, 21, -5, x, 4.7
COc1ccc(Br)cc1S(=O)(=O)N(CC(=O)N1CCOCC1)c1ccccc1
  -3, -4.2, 1.2, 5, -2.7, 7, -5, -4, x, 0.1
CCc1nnc(NC(=O)CCC(=O)N2CCN(Cc3ccc(C)cc3C)CC2)s1
  2, -0.3, 1.5, 43, -0.9, 2, -43, 3, -1, 3.0
CCNc1nc(SCC(N)=O)nc2sc3c(c12)CCN(C)C3
  -3, x, 3.1, 23, 0.9, -1, -23, 15, -3, x
CC(C)(C)OC(=O)C[C@@H]1C/C=C\C[C@H](CC(=O)NCCO)C(=O)N[C@@H](c2ccccc2)COC1=O
  -5, 0.5, 2.7, 18, -1.1, 7, -18, -8, 2, 4.5
O=C(Nc1nnc(-c2ccc3c(c2)CCCC3)o1)C1COc2ccccc2O1 (centres undefined)
  x, -1.7, -3.0, 29, -3.3, x, -29, -5, 6, 3.7
CCOC(=O)CC(=O)Nc1nnc(CC(C)C)s1
  1, -1.1, 2.5, 7, x, 2, -7, 9, -4, -1.1
CCc1nc2sc3ccccc3c(=O)c2c(=O)n1CCOC
  0, 0.1, -0.4, -32, -0.9, 4, 32, -1, x, 1.6
Cc1ccc(C)c(-n2nnnc2SCC(=O)NCCC2=CCCCC2)c1
  x, 5.1, 3.3, -7, -0.8, 15, 7, 5, x, 7.4
CCCC1(c2ccccc2)NC(=O)NC1=O (centres undefined)
  10, -1.6, 3.2, -1, -3.4, -14, 1, 3, -1, 1.3
COc1ccc2c(c1)c(=O)c(C(=O)c1ccc(C)cc1)cn2CC(=O)Nc1ccc(F)cc1
  x, -3.1, 2.1, -17, -1.5, -11, 17, 2, -12, -2.8
O=C(Cn1nc(-c2ccccc2)ccc1=O)Nc1ccc(NC(=O)c2ccccn2)cc1
  x, 0.5, 2.2, -75, -0.5, -20, 75*, -16, -15, 3.4

A draw from above in order of SMILES length, highest first:
Value order: CAL PDZ FP-1, Ecoli viability, phage Ecoli inh, SR-BI DiI-HDL act, CAL PDZ FP-2, MITF TRPM1 HTS, SR-BI HDL uptake, Tat export inh, Wnt bcat act, AddAB inh
O=C(CN1C(=O)CC(c2ccco2)Sc2ccccc21)NCc1ccc2c(c1)OCO2 (centres undefined)
  2, 0.3, x, 0, -0.1, 5, 0, 1, 1, 1.1
Cc1nn(C)c(C)c1S(=O)(=O)N1CCCC(C(=O)NC2CCCCCC2)C1 (centres undefined)
  0, -2.3, 3.2, x, -0.4, -6, x, -4, -3, 0.6
Cn1c(=O)c2nc(-c3ccccc3)c(-c3ccccc3)nc2n(C)c1=O
  66*, 0.5, 2.6, -12, -6.1, -9, 12, 4, -1, 4.4
Cc1ccc(C(=O)Nc2c(C)n(C)n(-c3ccccc3)c2=O)cc1
  -2, -0.1, 0.2, 32, -1.8, -6, -32, -8, u, 5.5
Cn1c(SCC(N)=O)nnc1-c1ccccc1
  -1, 0.6, 2.5, x, -1.3, -8, x, 5, x, 1.6
CC1CN(C)CCC1OC(=O)c1ccccc1 (centres undefined)
  -9, x, 3.0, 9, -10, -6, -9, -4, -1, x

Later entries
Value order: CAL PDZ FP-1, Ecoli viability, phage Ecoli inh, SR-BI DiI-HDL act, CAL PDZ FP-2, MITF TRPM1 HTS, SR-BI HDL uptake, Tat export inh, Wnt bcat act, AddAB inh
CCN(CC)CCOC(=O)c1ccc(Cl)cc1Cl
  x, 3.1, 3.5, x, -0.2, -5, x, -1, 0, 2.5
COC(=O)[C@H](Cc1ccccc1)NC(=O)NCc1cccs1
  -3, -0.1, 1.2, 12, -0.1, -3, -12, -9, 3, -1.9
CS(=O)(=O)c1ccc(C(=O)N2CCc3ccccc3C2)cc1
  5, -3.0, 2.9, 28, -0.5, -1, -28, 5, 0, 4.9
Cc1cc(-c2cccnc2)c(C#N)c(SCC#N)n1
  -1, -2.3, 0.9, 0, -1.7, 5, 0, 2, 0, 1.3
